NPSR antagonist: blocks cAMP signaling of the human neuropeptide S receptor | Q6W5P4 | CHO-NPSR cells, cAMP TR-FRET, antagonist mode | Potency, µM (series often up to 38.3 µM), for inactives: top-dose activity change, negative = inhibition, most hits filed as inhibitors | 220,000 tested, 1% active; note: % is set by controls: 0 for no effect and ±100 for the full control effect; nearly all actives have a fitted effect of over 50% in size; many of its hits are not listed in these tables
Target sequence (Q6W5P4 whole entry, looked up): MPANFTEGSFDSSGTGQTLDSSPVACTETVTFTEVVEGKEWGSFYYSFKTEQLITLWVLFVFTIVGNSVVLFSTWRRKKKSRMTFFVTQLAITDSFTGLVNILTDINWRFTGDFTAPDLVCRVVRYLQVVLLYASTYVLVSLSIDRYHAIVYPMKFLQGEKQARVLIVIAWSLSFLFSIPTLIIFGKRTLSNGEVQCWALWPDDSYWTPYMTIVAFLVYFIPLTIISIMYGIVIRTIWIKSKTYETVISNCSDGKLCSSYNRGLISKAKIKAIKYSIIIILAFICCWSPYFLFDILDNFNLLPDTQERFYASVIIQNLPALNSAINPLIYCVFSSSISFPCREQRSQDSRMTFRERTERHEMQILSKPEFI
JMJD2E inh: inhibitors of human JMJD2E histone demethylase; B2RXH2; JMJD2E catalytic domain, FDH-coupled NADH fluorescence (FDH is formaldehyde dehydrogenase); Potency, µM (top dose mostly 57.1 µM), without a hit: at the top dose activity change, negative = inhibition, actives largely listed as inhibitors; 230,000 tested, 1.6% active; active = well fitted inhibition curve with a large enough effect, not every such curve was filed as active; inconclusive = small, poorly fitted or top-dose-only effect, or another doubt; inactive = no such curve, though single readings can be large or run the other way;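 note: 0% = wells with enzyme and -100% = buffer wells without enzyme; nearly all actives have a fitted effect of over 50% in size; many of its hits are not listed in these tables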
Target sequence (B2RXH2 1-337 limits assumed): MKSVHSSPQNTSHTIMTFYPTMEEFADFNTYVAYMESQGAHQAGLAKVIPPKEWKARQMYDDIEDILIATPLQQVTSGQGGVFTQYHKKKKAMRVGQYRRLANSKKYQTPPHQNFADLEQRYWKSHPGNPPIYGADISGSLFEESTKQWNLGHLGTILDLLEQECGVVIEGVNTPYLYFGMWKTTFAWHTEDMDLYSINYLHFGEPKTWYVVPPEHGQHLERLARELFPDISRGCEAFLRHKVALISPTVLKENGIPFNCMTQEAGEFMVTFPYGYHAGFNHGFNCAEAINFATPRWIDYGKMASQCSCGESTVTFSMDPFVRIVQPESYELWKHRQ
Epigenetic reg: derepresses silenced GFP reporter in murine cells; murine LDR cells, GFP reporter derepression, 30 h; Potency, µM (highest dose often 53.9 µM), without a hit: at the highest dose GFP activation, actives largely listed as activators; 280,000 tested, 0.2% active; AID 1865; note: % of control where 0% means no effect; nearly all actives have a fitted effect of over 60% in size
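Murine LDR cells carrying a silenced, genomically integrated CMV-driven GFP reporter were exposed to compound for 30 hours at 37 C. After PBS washes, GFP-positive cells (20–120 um objects) were counted by laser-scanning microplate cytometry.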
IMPase Li cell: IMPase inhibition in cells with lithium potentiation; CHO-M1 cells, IP1 TR-FRET (IP-One), carbachol + lithium; Potency, µM (top dose mostly 59.4 µM), for the others: at the highest dose activity, negative = IMPase inhibition, actives largely listed as inhibitors; 210,000 tested, 0.35% active;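 note: IP1 builds up when IMPase is blocked and the TR-FRET signal falls; plate controls were basal vehicle for no effect and high inhibitor control for full effect; nearly all actives have a fitted effect of over 50% in size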
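Concentration–response in CHO-M1 cells, lithium-potentiated; 30 min at 37C. IP1 detected by competitive TR-FRET after 10 min lysis at RT. Hill-fitted AC50.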
GoLoco inh red: RGS12 GoLoco-Gai1 interaction inhibition; P63096; 230,000 tested, 0.44% active; Potency, µM (top dose mostly 61.6 µM), without a hit: at the top dose activity, negative = inhibition, usual class: inhibitors; AID 880; Gai1:RGS12 GoLoco peptide FP, rhodamine, 10 min; active = well fitted inhibition curve with a large enough effect, not every such curve was filed as active; inactive = no such curve, though single readings can be large or run the other way; note: % is set by controls: 0 for no effect and ±100 for the full control effect; nearly all actives have a fitted effect of over 30% in size; many of its hits are not listed in these tables
Target sequence (P63096 whole entry, looked up): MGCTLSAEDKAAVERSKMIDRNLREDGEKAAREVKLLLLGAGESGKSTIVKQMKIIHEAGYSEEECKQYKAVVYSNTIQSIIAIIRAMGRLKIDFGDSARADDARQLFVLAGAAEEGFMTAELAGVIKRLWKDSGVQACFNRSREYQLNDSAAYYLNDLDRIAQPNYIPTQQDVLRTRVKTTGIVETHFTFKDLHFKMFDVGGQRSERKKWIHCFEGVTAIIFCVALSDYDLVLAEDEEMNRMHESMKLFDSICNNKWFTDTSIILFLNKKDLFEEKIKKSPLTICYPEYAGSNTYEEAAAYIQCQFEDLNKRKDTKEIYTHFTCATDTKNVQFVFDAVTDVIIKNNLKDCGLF
RECQ1 helicase: blocks DNA unwinding by human RECQ1; P46063; RECQ1 DNA unwinding, red fluorescence kinetic read; Potency, µM (titrated, usually from 57.3 µM), for inactives: top-dose activity, negative = inhibition, usual class: inhibitors; 240,000 tested, 0.54% active; AID 2549;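 note: plate controls were vehicle for no effect and no enzyme for full effect; nearly all actives have a fitted effect of over 30% in size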
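RECQ1T1 50 nM; forked duplex (20 bp + 30-nt ss tails) 200 nM, ATP 2 mM final; pH 8.0, 2 mM MgCl2, 2.5 ug/ml poly(dI-dC); 15 min compound preincubation; discontinuous kinetic read over 2 h at RT.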
SMN2 splice enh: increases expression of the SMN2 splice variant | HEK293 SMN2-luciferase splicing reporter, luminescence, 30-36 h | Potency, µM (highest dose often 46.1 µM), for the others: at the top dose activity change, positive = activation, actives largely listed as activators | 210,000 tested, 2.8% active | AID 1458; note: % of control where 0% means no effect; nearly all actives have a fitted effect of over 55% in size
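HEK293 cells carry an SMN2 minigene-luciferase reporter in which exon 7 inclusion puts luciferase in frame. Cells were seeded at 2000 cells/well, attached for 10-12 hours, then exposed to compounds for 30-36 hours at 37C before ONE-Glo luminescence.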
Luc counter: blocks Kinase-Glo luciferase, a counter-screen artifact; AID 1379; 200,000 tested, 0.28% active; Q27757; Potency, µM (titrated, usually from 38.3 µM), for inactives: at the top dose activity change, negative = inhibition, hits mostly inhibitors; Kinase-Glo luciferase, ATP luminescence, 8 min; note: % is set by controls: 0 for no effect and ±100 for the full control effect; nearly all actives have a fitted effect of over 60% in size
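Inhibition of Kinase-Glo luciferase light generation was assessed at 10 uM ATP in pH 7.2 imidazole buffer, with luminescence measured after eight minutes at ambient temperature.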
Numbers without * were called inactive; i = inactive; ? = inconclusive; . = no result given; [ ] = remark or other dose. Unless noted, calls come from the whole dose curve; as a rule, active = well fitted curve in the direction sought with a large enough effect; inconclusive = small, poorly fitted or top-dose-only effect, or another doubt; inactive = no such curve, though single readings can be large; an effect the other way counts as inactive or inconclusive. Potency is the fitted concentration of half-maximal effect. The list is partial. The share of hits here may be higher or lower than overall.

Values in the order: GoLoco inh red	Luc counter	JMJD2E inh	Epigenetic reg	IMPase Li cell	NPSR antagonist	RECQ1 helicase	SMN2 splice enh
1. O=C(CSCCOc1ccccc1)NCc1ccncc1
→ -2%	.	-7%	2.2%	.	-4%	8%	.
2. CC(C)Cc1ccc(C(C)C(=O)OCC(=O)c2c[nH]c3ccccc23)cc1 (stereo unspecified)
→ 10%	-2%	-7%	4.9%	2%[38.3 µM]	-17%[46.1 µM]	-10%	-21%
3. Cc1ccc(NC(=O)c2ccccc2-c2ccccc2C(=O)O)cc1C
→ -9%	1%	9%	2.8%	1%	1%	-14%	10%
4. O=C(Nc1cc(Sc2ccccn2)cc([N+](=O)[O-])c1)c1ccc(Cl)cc1
→ -10%	-2%	0%	-0.3%	14%[38.3 µM]	-25%[46.1 µM]	-9%	-89%[inhibitor]
5. CCOC(=O)c1sc(-c2ccccc2)cc1NC(=O)Nc1ccc([N+](=O)[O-])cc1
→ -3%	-1%	-7%	-1.3%	-9%	-19%	-7%	18%
6. Cc1cc(S(=O)(=O)N2CCN(c3c(C)cccc3C)CC2)ccc1F
→ -4%	3%	-18%	-1.1%	23%[38.3 µM]	-21%[46.1 µM]	-13%	-5%
7. Cn1c(=O)c2c([nH]c(=O)n2C)n(C)c1=O
→ -3%	-4%	9%	5.9%	12%	-20%[46.1 µM]	-8%	4%
8. Cc1ccc(-n2nnnc2SCC(=O)NNC(=O)c2ccco2)c(C)c1
→ 8%	0%	5%	-2.2%	-15%[38.3 µM]	-6%[46.1 µM]	?	-31%[inhibitor]
9. CCOC(=O)N1CCN(CC(=O)N2CCC(C(N)=O)CC2)CC1
→ 3%	3%	10%	-1.5%	2%	9%	i	16%
10. CC1(N2CCOCC2)CC2(O)C(=[N+]1[O-])CCc1nonc12 (stereo unspecified)
→ 27%	-3%	-13%	-8.6%	23%[38.3 µM]	-10%[7.67 µM]	-8%	-12%
11. COC(=O)CSc1nnc(-c2ccccc2OC)o1
→ 1%	-3%	0%	0.0%	9%[38.3 µM]	-8%[46.1 µM]	-4%	.
12. CCOc1cc(NC(=O)C2CCCCC2)c(OCC)cc1NC(=O)c1ccccn1
→ 8%	0%	4%	0.0%	19%	-46%	i	-31%[inhibitor]
13. Fc1ccc(C2N(c3ccccc3)C(=S)N3CCCN23)cc1 (stereo unspecified)
→ -4%	.	0%	-1.0%	.	-19%	-8%	.
14. Cc1ccc(C)c(-n2nnnc2Sc2nnnn2-c2ccccc2)c1
→ 4%	-2%	4%	-0.8%	0%[38.3 µM]	-14%[46.1 µM]	-7%	24%
15. O=C(c1cnccn1)N1CCC2(CC1)CN(c1ccccc1)C2
→ -9%	-2%	.	.	-9%	.	i	-8%
16. Cc1c(NC(=O)CSc2ccccc2Cl)c(=O)n(-c2ccccc2)n1C
→ 7%	-5%	-4%	-0.1%	1%	1%	-1%	12%
17. COc1ccc(C(NC(=O)C(C)C)c2c(O)ccc3ccccc23)cc1OC (stereo unspecified)
→ -4%	0%	?	1.5%	-3%	6%	-5%	2%
18. Cc1cc(=O)oc(C)c1C(=O)NCc1c(F)cc(F)cc1F
→ -15%	6%	-5%	0.0%	2%	-6%[46.1 µM]	-2%	.
19. COC(=O)c1ccc(NC(=O)COC(=O)C2CC(=O)N(Cc3ccccc3)C2)cc1 (stereo unspecified)
→ -4%	-1%	3%	3.8%	-3%	15%	i	12%
20. Cn1c(CN2CCN(CCO)CC2)c(C#N)c2ccccc21
→ 7%	.	-18%	1.3%	.	-7%	-5%	.
21. Cc1nn(C/C(C#N)=N\O)c(C)[n+]1N
→ 4%	0%	2%	1.0%	16%[38.3 µM]	-4%[46.1 µM]	7%	19%
22. O=C(N/C(=C\c1cccnc1)C(=O)N1CCOCC1)c1cccc(Br)c1
→ -2%	5%	-3%	-2.3%	-7%[38.3 µM]	-4%[46.1 µM]	-10%	-7%
23. CCCCOc1ccc(CSC2=NCCN2)cc1[N+](=O)[O-]
→ 20%	-1%	16%	?	8%	13%	i	11%
24. CCCc1nc2oc3c(NCCCN(C)C)ncnc3c2c2c1CCCC2
→ 7%	.	?	-2.1%	.	-22%	-3%	.
25. CCOc1ccccc1C1C(C(=O)OC)=CN(C)C=C1C(=O)OC
→ 14%	-6%	?	-0.2%	-17%[38.3 µM]	-4%[46.1 µM]	23%	-5%
26. CCOc1ccc(-c2nnn(CC(=O)c3ccc4c(c3)OCCO4)n2)cc1OCC
→ .	.	-19%	-9.1%	.	-21%[46.1 µM]	-9%	.
27. CC(CNC(=O)CC(C)(C)C)NC(=O)CC(C)(C)C (stereo unspecified)
→ -2%	-4%	10%	0.0%	9%	1%[46.1 µM]	6%	-10%
28. COc1ccc(C2/C(=C(/O)c3ccccc3)C(=O)C(=O)N2CCN2CCOCC2)c(OC)c1 (stereo unspecified)
→ -11%	-6%	-11%	-0.8%	-4%[38.3 µM]	-12%[46.1 µM]	i	-19%
29. O=C(c1cccc(Br)c1)N1CCN(c2cnn(-c3ccccc3)c(=O)c2Cl)CC1
→ 10%	-1%	5%	-4.5%	2%	-33%	i	-19%
30. COc1cccc(C2CCCN2Cc2nc(-c3cnccn3)no2)c1 (stereo unspecified)
→ 1%	-2%	-2%	-1.0%	5%	0%	-11%	.
31. CC(C)OC(=O)NC(Nc1ccccc1C(=O)O)(C(F)(F)F)C(F)(F)F
→ -2%	.	-4%	-2.9%	.	-29%	-1%	.
32. CCN1CCCC1CNC(=O)c1cc2c(-c3ccc(Cl)cc3)nn(C)c2s1 (stereo unspecified)
→ 51%[activator]	-3%	?	1.0%	5%[38.3 µM]	-18%[46.1 µM]	10%	-1%
33. Fc1cccc(Cl)c1Cn1nnc(-c2ccc3c(c2)OCO3)n1
→ 6%	5%	0%	-1.1%	36%[activator][38.3 µM]	-17%[46.1 µM]	i	13µM*
34. CCN(CCCCCN(C)C)Cc1cc2ccccc2o1
→ -16%	-3%	7%	-2.9%	-8%	18%	-1%	?
35. Cc1n(C)c2cc(Cl)ccc2[n+]1Cc1ccccc1
→ 5%	0%	-9%	-2.2%	0%	15%	2%	-9%
36. COc1ccc(N2C(=O)CSC23C(=O)N2c4c(cccc43)C(C)=CC2(C)C)cc1 (stereo unspecified)
→ -9%	0%	-5%	-0.6%	55%[activator][38.3 µM]	?	-9%	-5%
37. O=C(NCC(=O)N1CCCCC1)c1ccc(Cl)cc1Cl
→ -11%	-3%	-5%	0.0%	34%[38.3 µM]	-3%[46.1 µM]	-8%	?
38. CCn1c(CN2CCN(C(=O)c3ccco3)CC2)nc2c1c(=O)n(C)c(=O)n2C
→ -1%	-8%	-3%	0.9%	18%[38.3 µM]	10%[46.1 µM]	i	-4%
39. COc1ccc(Nc2nc(-c3cc4cccc(OC)c4oc3=O)cs2)cc1
→ -4%	-3%	?	6.2%	3%	-6%	-4%	8%
40. Cc1c(NC(=O)c2cnn3c2NC(c2ccc(Br)cc2)CC3C(F)(F)F)c(=O)n(-c2ccccc2)n1C (stereo unspecified)
→ 7%	-3%	-1%	1.2%	3%	-21%[46.1 µM]	-8%	8%
41. COC(c1ccccc1)c1nnc(CCC(=O)N(C)CCOc2ccccc2)o1 (stereo unspecified)
→ 6%	3%	7%	2.2%	0%	7%	5%	12%
42. COc1cc(Cl)c(C)cc1NC(=O)CSc1nc2ccccc2o1
→ 6%	-2%	3%	-6.3%	21%[38.3 µM]	-22%[46.1 µM]	i	-46%[inhibitor]
43. CC(NC(=O)c1cccnc1)C(=O)O (stereo unspecified)
→ 9%	2%	-10%	12%	-1%	10%	27%	?
44. Cc1ccc(SCCC(=O)NC(C(C)C)C(C)C)cc1
→ 4%	-1%	6%	-1.3%	1%	-5%	-8%	-11%
45. CC(O)CC(C(=O)NNc1ccccc1)C(=O)NNc1ccccc1 (stereo unspecified)
→ 9%	-5%	-26%	1.1%	6%	10%	2%	-33%[inhibitor]
46. CCOC(=O)N1CCN(C(=O)CN(C)S(=O)(=O)c2ccc3c(c2)c(=O)n(C)c(=O)n3C)CC1
→ -2%	0%	2%	1.2%	2%	17%	3%	4%
47. CCc1ccc2c(c1)/C(=C/C(=O)c1cccs1)C(=O)N2
→ 4%	-1%	0%	0.9%	0%[38.3 µM]	10µM*	i	-26%
48. FC(F)(F)c1ccc2nnc(-c3c(Cl)cccc3Cl)n2c1
→ -5%	0%	-25%	-3.0%	-23%[38.3 µM]	-8%[46.1 µM]	4%	-47%[inhibitor]
49. COc1ccc(NC(=O)CN(C)S(=O)(=O)c2cccc3cccnc23)cc1
→ -4%	-4%	-4%	2.7%	3%[38.3 µM]	-5%[46.1 µM]	-9%	-25%
50. COc1cc(-c2nc(CN3CCN(CC(C)C)C(=O)[C@@H]3C)c(C)o2)ccc1F
→ 10%	-7%	-1%	-4.6%	16%	-9%	i	-11%
51. Cc1ccc(NC(=O)c2ccc([N+](=O)[O-])o2)cc1S(=O)(=O)N1CCOCC1
→ 6%	1%	-25%	-3.8%	4%	-44%	-11%	-46%[inhibitor]
52. O=C(Nc1ccccc1)O/N=C1\CCCCC1c1ccc([N+](=O)[O-])cc1[N+](=O)[O-] (stereo unspecified)
→ 0%	-2%	-14%	0.0%	17%[38.3 µM]	?	-8%	-14%
53. c1ccc(Cc2nc3ccccc3n2Cc2ccccc2)cc1
→ -1%	3%	11%	-0.9%	10%	-17%[46.1 µM]	-16%	-26%
54. NNC(=O)c1ccc(Cn2cc(Cl)cn2)cc1
→ 0%	-3%	?	0.0%	-11%	8%	i	-3%
55. Cc1cc(C(=O)N/N=C/c2ccc([N+](=O)[O-])s2)n[nH]1
→ -2%	.	-9%	-1.1%	.	19%[7.67 µM]	-9%	.

Laid out differently: results already given
37) O=C(NCC(=O)N1CCCCC1)c1ccc(Cl)cc1Cl
21) Cc1nn(C/C(C#N)=N\O)c(C)[n+]1N
entry no.	37	21
GoLoco inh red	-11%	4%
Luc counter	-3%	0%
JMJD2E inh	-5%	2%
Epigenetic reg	0.0%	1.0%
IMPase Li cell	34%[38.3 µM]	16%[38.3 µM]
NPSR antagonist	-3%[46.1 µM]	-4%[46.1 µM]
RECQ1 helicase	-8%	7%
SMN2 splice enh	?	19%

Bioassay records as filed in PubChem BioAssay.
